Screening data from PubChem BioAssay.
DNMT1 block: human DNMT1 methyltransferase inhibitors, primary screen, biochemical, molecular beacon, fluorescence, HinP1I cleavage, uHTS. DNA (cytosine-5)-methyltransferase 1 (Homo sapiens), P26358. inhibition (reported as % activation of signal), % at 10 µM. 0.83% of 360,000 active. AID 588458, 2011; in the data active means inhibition above about 50%
PABP1 MLLE inh: inhibitors of PABP1 MLLE–PAM2 peptide binding, primary screen, biochemical, fluorescence polarization, FITC-PAM2, GST-MLLE | inhibition, % at 20 µM | 0.36% of 360,000 active | AID 588489, 2011 | Polyadenylate-binding protein 1 (Homo sapiens), P11940; in the data active means inhibition above about 35%, passing the limit was not always enough;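 further: plate controls were DMSO wells with GST-MLLE for no effect and wells lacking GST-MLLE protein for full effect; some results filed as inactive read as strong as hits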
Scp1 inh: Scp-1 phosphatase inhibitors, primary screen, biochemical, colorimetric, uHTS | Carboxy-terminal domain RNA polymerase II polypeptide A small phosphatase 1 (Homo … | Recombinant Scp1, phosphopeptide, malachite green phosphate absorbance | inhibition, % at 20 µM | 0.88% of 340,000 active | AID 493091, 2011;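 active means inhibition above about 50% at 20 µM, limit read from the data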;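 further: plate controls were DMSO wells with enzyme for no effect and wells lacking enzyme for full effect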
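System: SCP-1 catalytic domain; Reagent: Phospho 17-mer peptide substrate; Doses: one concentration, 20 µM, with 1.0% DMSO; Incubation: 45 min room-temperature reaction, 5 min colour, 30 min stabiliser; Signal: Phosphate-binding colour reagent, absorbance read at 630 nm.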
SUMO1 PPI mod: modulators of SUMO1 protein-protein interactions, primary screen, biochemical, uHTS; 0.33% of 360,000 active; SUMO1 binding to a labelled peptide, TR-FRET, 1 h; AID 602429, 2012; inhibition, % at 20 µM; Small ubiquitin-related modifier 1 (Homo sapiens), P63165; in the data active means inhibition above about 37%
Target sequence (P63165 whole entry, looked up): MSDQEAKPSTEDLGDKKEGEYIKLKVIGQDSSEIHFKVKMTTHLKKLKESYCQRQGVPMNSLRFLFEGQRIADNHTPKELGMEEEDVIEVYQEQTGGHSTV
Tb MetRS inh: T. brucei MetRS inhibitors, primary screen, biochemical, luminescence. methionyl-tRNA synthetase (Trypanosoma brucei brucei). 0.4% of 360,000 active. inhibition, % at 11.9 µM. purified T. brucei MetRS, ATP depletion, Kinase-Glo luminescence;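 active means inhibition above a per-plate cutoff of the control wells' mean inhibition plus 3 SD, cut at about 5.5% in these data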;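 further: 0% = DMSO wells median and 100% = median of wells with control inhibitor compound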
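assay system = parasite MetRS enzyme | timing = 15 min preincubation, 2 h reaction, all 25 °C | evaluation = percent inhibition relative to median high and low control wells | medium = HEPES buffer containing pyrophosphatase, BSA, spermine, DTT | compound = single dose, 11.9 µM final nominal, 0.9% final DMSO | detection = Kinase-Glo luminescence, ATP depletion format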
LMPTP block: LMPTP phosphatase inhibitors, primary screen, biochemical, fluorescence intensity, uHTS | Low molecular weight phosphotyrosine protein phosphatase (Homo sapiens), P24666 | recombinant LMPTP-A, OMFP fluorogenic substrate | inhibition, % at 20 µM | 0.22% of 360,000 active | AID 651560, 2012;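 active means compounds that cut the enzyme signal by at least half of the control window in the single-dose screen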;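 further: plate controls were DMSO wells with enzyme plus substrate for no effect and substrate without enzyme for full effect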
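Buffer or medium: Bis-Tris pH 6.0, DTT, detergent; Assay system: LMPTP-A enzyme; Quantity: 0.625 nM enzyme; Detection: endpoint fluorescence intensity; Times: 50 min dark incubation at room temperature; Controls: substrate-only low control, DMSO enzyme-plus-substrate high control; Doses: single 20 µM dose; Read-out: percent inhibition versus substrate-only and uninhibited controls; Reagent: 400 µM OMFP.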
Rpn11 inh: Rpn11 (PSMD14) deubiquitinase inhibitors, primary screen, biochemical, fluorescence polarization, uHTS | human 26S proteasome, Ub4-pepOG fluorescence polarization; 20S core pre-blocked with epoxomicin | 0.59% of 360,000 active | 26S proteasome non-ATPase regulatory subunit 14 (Homo sapiens), O00487 | calls only at 20 µM | AID 588493, 2011;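 active means inhibition at 20 µM, scaled to each plate's controls, above about 33%, limit read from the data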
STEP inh: STEP phosphatase inhibitors, primary screen, biochemical, fluorescence intensity, uHTS | inhibition, % at 20 µM | 0.25% of 360,000 active | recombinant STEP, OMFP fluorogenic substrate | AID 588621, 2011;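 active means inhibition at 20 µM, scaled per plate between control wells, above about 37%, limit read from the data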;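 further: 0% = DMSO with enzyme and substrate and 100% = substrate only without enzyme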
Target sequence (P54829 whole entry, looked up): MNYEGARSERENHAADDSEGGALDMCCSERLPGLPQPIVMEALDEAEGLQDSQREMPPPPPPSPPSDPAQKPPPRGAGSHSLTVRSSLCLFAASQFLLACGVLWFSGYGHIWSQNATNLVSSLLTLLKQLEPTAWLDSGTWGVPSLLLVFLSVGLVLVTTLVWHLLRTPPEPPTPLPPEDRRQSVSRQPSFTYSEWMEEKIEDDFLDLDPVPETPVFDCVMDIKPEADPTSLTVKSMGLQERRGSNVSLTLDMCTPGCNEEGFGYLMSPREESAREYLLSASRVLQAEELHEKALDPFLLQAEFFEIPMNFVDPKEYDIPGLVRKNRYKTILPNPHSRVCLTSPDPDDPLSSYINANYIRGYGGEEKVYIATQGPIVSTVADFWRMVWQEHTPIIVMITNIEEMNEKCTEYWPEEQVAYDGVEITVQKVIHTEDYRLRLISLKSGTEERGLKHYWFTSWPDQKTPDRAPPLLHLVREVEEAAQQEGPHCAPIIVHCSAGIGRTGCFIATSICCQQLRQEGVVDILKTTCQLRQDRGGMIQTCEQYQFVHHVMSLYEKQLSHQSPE
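System: isolated STEP enzyme; schedule: 20 min enzyme reaction at room temperature, protected from light; medium: Bis-Tris buffer pH 6.0, 2.5 mM DTT, 0.005% Tween 20; signal: fluorescence, 480/540 nm; dosing: single compound dose of 20 µM, 1% DMSO final; also added: OMFP substrate, 25 µM final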
CSN deneddyl inh: inhibitors of CSN-mediated cullin deneddylation, primary screen, biochemical, fluorescence polarization, uHTS; AID 651999, 2013; COP9 signalosome complex subunit 5 (Homo sapiens), Q92905; Purified CSN, SCF-Nedd8-OG deneddylation; inhibition, % at 12.5 µM; 0.38% of 360,000 active;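 active means pattern-corrected inhibition above about 35%, with an unprinted fluorescence ratio check between 0.5 and 1.5, limit read from the data, passing the limit was not always enough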;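 further: 0% = enzyme with substrate and 100% = substrate without enzyme; some results filed as inactive read as strong as hits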
Target sequence (Q92905 whole entry, looked up, one chain of several): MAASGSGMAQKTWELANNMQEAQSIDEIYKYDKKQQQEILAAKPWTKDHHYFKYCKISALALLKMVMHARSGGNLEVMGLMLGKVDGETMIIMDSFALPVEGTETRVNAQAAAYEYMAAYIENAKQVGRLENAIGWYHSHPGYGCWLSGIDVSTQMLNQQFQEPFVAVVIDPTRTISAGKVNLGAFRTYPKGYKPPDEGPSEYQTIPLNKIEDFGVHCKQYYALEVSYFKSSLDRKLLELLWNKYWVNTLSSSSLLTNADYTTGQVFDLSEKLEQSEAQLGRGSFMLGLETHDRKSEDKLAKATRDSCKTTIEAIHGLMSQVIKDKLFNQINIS
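Assay system: HEK293T-derived human Csn5 enzyme; quantity: 0.24 nM enzyme; medium: Tris/NaCl/DTT buffer, pH 7.5; also added: substrate SCFSkp2-Nedd8OG, 10 nM; doses: 12.5 µM compound; schedule: 90 min reaction at room temperature; signal: FP; read-out: % inhibition of substrate cleavage by Csn5; benchmarks: substrate-only high control, full reaction low control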
NadD block: inhibitors of S. aureus NadD, primary screen, biochemical, colorimetric, uHTS. 0.78% of 360,000 active. AID 602399, 2012. inhibition, % at 20 µM. purified NadD enzyme, colorimetric absorbance read-out. Nicotinate-nucleotide adenylyltransferase NadD (Staphylococcus aureus N315); in the data active means inhibition above about 26%; further: some compounds past the cut are filed as inactive
* marks the source's active call; other numbers are inactive results; i = inactive; . = not tested or not shown; + = active, no number.

entry	structure	Tb MetRS inh	NadD block	Rpn11 inh	SUMO1 PPI mod	LMPTP block
1	CC1(c2ccccc2)NC(=O)N(CC(=O)Nc2ccccc2C(=O)NC2CC2)C1=O (stereo not drawn)	-0.3	-4	i	-6	-0.3
2	Cc1cc(=O)oc(C)c1C(=O)NCCCN1CCN(c2ccccc2F)CC1	-0.3	2	i	1	-3.9
3	CCOC(=O)C1CCN(S(=O)(=O)c2cc3c(cc2C)NC(=O)CO3)CC1	-0.1	1	i	-3	0.2
4	CCCN1Cc2cccc(C(=O)Nc3ccc(CC)cc3)c2C1=O	-0.4	1	i	-2	-1.6
5	O=C(CNC(=O)c1ccco1)OCC(=O)c1ccc(Cl)cc1	-0.9	2	i	0	-0.6
6	Oc1ccccc1NCC(O)Cn1ccc2ccccc21 (stereo not drawn)	0.2	6	i	-15	2.3
7	COC(=O)c1sccc1NC(=O)c1cc(-c2ccc(C)cc2C)nc2ccccc12	-0.4	15	i	1	2.2
8	Cc1ccccc1NC(=O)NCCc1nc2ccccc2[nH]1	1.1	2	i	-2	0.6
9	COc1ccc(-n2nc(C(=O)NCC(=O)N3CCN(c4ccccc4OC)CC3)c3ccccc3c2=O)cc1OC	-0.5	-7	i	-4	1.0
10	Cc1ccc(N2C(=O)N(CC(=O)Nc3cc(F)ccc3C)C(=O)C2C)cc1 (stereo not drawn)	0.4	-2	i	6	0.3
11	CCN1C(=O)/C(=c2\sc3nc(=O)c(Cc4ccccc4)nn3c2=O)c2ccccc21	2.7	-3	i	-2	0.4
12	CCCC(=O)Nc1sc(C)c(C)c1C(=O)Nc1cccc(C)c1	0.0	1	i	2	1.0

entry	PABP1 MLLE inh	CSN deneddyl inh	Scp1 inh	DNMT1 block	STEP inh
1	-15	4	-7	0	-1
2	6	-3	-4	2	-2
3	4	-3	2	-2	1
4	-3	-3	-1	-7	-2
5	1	-5	-3	4	-3
6	3	19	-5	-32	-3
7	-4	5	5	-4	2
8	6	1	-2	4	-1
9	-12	4	-5	-1	0
10	15	-4	-4	-1	-4
11	30	0	-7	2	3
12	35	0	-9	-7	2

(further entries)
entry	structure	Tb MetRS inh	NadD block	Rpn11 inh	SUMO1 PPI mod	LMPTP block
13	COc1c(C(=O)NC(=S)Nc2nnn(C)n2)cc2ccccc2c1Br	-0.5	-6	i	-4	-0.7
14	COc1ccc(NC2CC(=O)N(c3ccccc3)C2=O)cc1 (stereo not drawn)	-0.7	-1	i	-3	-0.6
15	CCOc1cc(NC(=S)NC)c(OCC)cc1NC(=O)c1ccc(OC)cc1	-0.7	2	i	0	0.1
16	COc1ccc(CN(Cc2ccc(OC)cc2)C(=O)c2cccs2)cc1	0.5	-1	i	6	2.6
17	COc1ccc(C(C(=O)NC2CCCC2)N(C(=O)c2csnn2)C2CCCC2)cc1 (stereo not drawn)	-0.7	-6	i	3	-1.2
18	CN1C(=O)C(C)(C)c2cc(S(=O)(=O)N3CCN(c4ccccc4)CC3)ccc21	0.4	-4	i	-12	0.8
19	Cc1ccc(C2CC(c3cccs3)=NN2C(=O)CSc2nc3ccccc3o2)cc1 (stereo not drawn)	-1.9	-3	i	-2	2.0
20	O=S1(=O)CC/C(=N\Nc2ccc(F)cc2)c2ccsc21	-0.9	-11	i	15	2.1
21	COc1cc2c(C(=O)N3CCN(Cc4ccc5c(c4)OCO5)CC3)cn(C)c(=O)c2cc1OC	0.1	-1	i	-1	1.2
22	O=C(CCS(=O)(=O)c1ccc(Cl)cc1)Nc1nccs1	-0.6	-3	i	3	0.4
23	CCn1c2ccccc2c2nnc(SCCCn3c(=O)[nH]c4ccccc43)nc21	-0.2	2	i	-9	2.0
24	COC(CNC(=O)c1ccc2c(c1)ncn2-c1ccc(C)cc1C)OC	-0.9	-2	i	5	-0.7

entry	PABP1 MLLE inh	CSN deneddyl inh	Scp1 inh	DNMT1 block	STEP inh
13	26	-2	5	2	0
14	-8	-2	-2	1	7
15	22	3	-3	1	0
16	3	-2	-4	4	1
17	21	2	1	0	-1
18	6	3	-6	2	2
19	-10	0	-7	-5	1
20	3	1	-2	-4	-2
21	9	-4	6	-3	2
22	16	-2	-1	-2	0
23	3	3	-5	-5	3
24	-5	-11	-6	1	-2

Part of the list above, with the structure last.
No.	Tb MetRS inh	NadD block	Rpn11 inh	SUMO1 PPI mod	LMPTP block	PABP1 MLLE inh	CSN deneddyl inh	Scp1 inh	DNMT1 block	STEP inh	Molecule
14	-0.7	-1	i	-3	-0.6	-8	-2	-2	1	7	COc1ccc(NC2CC(=O)N(c3ccccc3)C2=O)cc1 (stereo not drawn)
15	-0.7	2	i	0	0.1	22	3	-3	1	0	CCOc1cc(NC(=S)NC)c(OCC)cc1NC(=O)c1ccc(OC)cc1

Following part:
entry	structure	Tb MetRS inh	NadD block	Rpn11 inh	SUMO1 PPI mod	LMPTP block
25	O=C1CC(N2CCC(c3nc4ccccc4[nH]3)CC2)C(=O)N1c1ccccc1F (stereo not drawn)	-1.0	1	i	8	0.3
26	CC(C)N(C)c1ncnc2c1ncn2[C@H]1CN(Cc2ccco2)C[C@@H](CO)O1	-0.2	0	i	-1	-0.5
27	O=C(CCc1n[nH]c(=O)[nH]c1=O)N1CCCCC1	0.0	-2	i	0	-2.1
28	CCCn1nc(NS(=O)(=O)c2cccc3nonc23)c2cc3ccccc3nc21	-0.8	5	i	-17	-2.4
29	COc1ccc(CNC(=O)c2cnc3scc(C)n3c2=O)cc1	-0.3	1	i	7	-0.9
30	O=C1NC(=Nc2ccccc2)S/C1=C\C=C\c1ccco1	2.3	29	+	26	15
31	CCOC(=O)c1c(C)n(CCNC(C)=O)c2ccc(O)cc12	-0.5	3	i	-1	-0.9
32	COc1cccc(C2c3[nH]c4ccccc4c3C[C@H]3C(=O)N(CCCCCO)CC(=O)N23)c1 (stereo partly drawn)	10.0*	1	i	-2	-0.1
33	COc1ccc(/C(C)=N/Nc2nncc3ccccc23)cc1	-0.4	-1	i	2	1.4
34	O=C(NC1CCCCC1)C1c2ccccc2OCC(=O)N1C1CC1 (stereo not drawn)	-0.4	3	.	4	-1.9
35	COc1ccc(N/C=C\C(=O)c2ccc3c(c2)OCO3)cc1	-1.7	9	i	-8	0.3
36	CCOC(=O)c1cc(-c2ccc3c(c2)OCO3)nc2onc(C)c12	-1.5	-9	i	-3	-0.1

entry	PABP1 MLLE inh	CSN deneddyl inh	Scp1 inh	DNMT1 block	STEP inh
25	-3	7	3	-6	0
26	-1	2	.	1	-2
27	-11	3	-2	2	-4
28	-17	-6	11	-2	-2
29	-2	3	-3	0	3
30	-53	74*	-2	93*	2
31	7	0	-11	3	-2
32	2	0	-7	-5	2
33	4	-7	-9	-2	0
34	.	2	.	.	.
35	-25	-1	-9	2	2
36	0	2	-20	-4	-2

Additional results follow.
entry	structure	Tb MetRS inh	NadD block	Rpn11 inh	SUMO1 PPI mod	LMPTP block
37	O=S(=O)(Cc1ccccc1)N1CCN(c2ncccn2)CC1	0.1	-3	i	3	1.2
38	CCOC(=O)N1CCN(CC(O)COCc2cc(OC)c(OC)c(OC)c2)CC1 (stereo not drawn)	-1.0	-4	i	0	1.4
39	Cc1cc(C)n(-c2nc(NCCCN(C)C)c3c4c(sc3n2)CCCC4)n1	-1.3	-3	i	-3	2.4
40	CNc1ccccc1C(=O)OCC(=O)N1CCN(c2ccc(OC)cc2)CC1	-0.5	-2	i	-1	0.6
41	C#CCOCCOCCOCCNc1nc(N2CCN(C(=O)[C@H](CCCCN)n3cc(CCCC)nn3)CC2)nc(N2CCN(C(=O)[C@H](CCCCN)n3cc(CCC(=O)O)nn3)CC2)n1	0.0	-10	i	-7	-4.6
42	CCN(CC(=O)Nc1ccc(NC(C)=O)cc1)C(=O)c1ccc(C(=O)c2ccccc2)cc1	-0.4	-4	i	3	3.5

entry	PABP1 MLLE inh	CSN deneddyl inh	Scp1 inh	DNMT1 block	STEP inh
37	7	2	-9	3	-1
38	19	-10	3	2	1
39	-3	-2	-7	1	0
40	-18	5	66*	0	3
41	3	-2	2	11	2
42	6	0	-4	3	-2

Individual results from the list.
Under SUMO1 PPI mod, O=S(=O)(Cc1ccccc1)N1CCN(c2ncccn2)CC1 has the entry 3
Under STEP inh, CNc1ccccc1C(=O)OCC(=O)N1CCN(c2ccc(OC)cc2)CC1 has the entry 3
